# Screens (PubChem)
# rCAG RNA binder: molecules binding r(CAG) RNA repeats; r(CAG) RNA repeat, TO-PRO-1 dye displacement fluorescence; inhibition, % at 3 µM; actives 1.3% (n = 370,000); AID 651821;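 active means inhibition above the plate cutoff, the mean of all test compounds on that plate plus 3 SD, cut at about 35% in these data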;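 further: 0% = DMSO alone and 100% = 100 µM mitoxantrone as full dye displacement; higher means more dye released from RNA so lower well fluorescence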
# ASAP1 inh: blocks human ASAP1-stimulated Arf1 GTP hydrolysis; GDP FP detection; Q9ULH1; inhibition, % at 16.5 µM; actives 0.19% (n = 360,000); in the data active means inhibition above about 25%;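 further: 0% = vehicle with enzyme and substrate and 100% = no enzyme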
# SMARCA2 act: SMARCA2 function activation, primary screen; MG213 cells, MMTV-luciferase reporter, dexamethasone, overnight; activation, % at 9.1 µM; actives 1% (n = 370,000); AID 652017; in the data active means activation above about 7.8%;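 further: 0% = vehicle wells and 100% = reference activator wells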
# NR1D1 modulator: modulates human Rev-erb alpha binding to DNA; P20393; Rev-erbα–FITC-DNA binding, fluorescence polarization, 90 min; activity, % at 10 µM; actives 0.79% (n = 370,000);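 active means activity above about 14%, limit read from the data; passing the limit was not always enough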;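 further: 0% = DMSO wells with 35 nM protein and 100% = DMSO wells with 750 nM protein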
# GC-A act: GC-A (human) enzyme activation. P16066. HEK293 GC-A cells, cGMP TR-FRET, EC30 ANP; 0% at EC30 ANP, 100% saturating ANP. activation, % at 10 µM. actives 0.14% (n = 370,000). AID 1671463; in the data active means activation above about 40%
# NPR2 activator: GC-B (human) receptor activation; P20594; HEK293-GC-B cells, CNP EC30, cGMP TR-FRET; 0% at EC30 CNP, 100% saturating CNP; activation, % at 10 µM; actives 0.11% (n = 370,000); AID 1920062;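 active means activation at 10 µM reaching about 35% in either raw or pattern-adjusted values, limit read from the data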
# Target sequence (P20594 whole entry, looked up): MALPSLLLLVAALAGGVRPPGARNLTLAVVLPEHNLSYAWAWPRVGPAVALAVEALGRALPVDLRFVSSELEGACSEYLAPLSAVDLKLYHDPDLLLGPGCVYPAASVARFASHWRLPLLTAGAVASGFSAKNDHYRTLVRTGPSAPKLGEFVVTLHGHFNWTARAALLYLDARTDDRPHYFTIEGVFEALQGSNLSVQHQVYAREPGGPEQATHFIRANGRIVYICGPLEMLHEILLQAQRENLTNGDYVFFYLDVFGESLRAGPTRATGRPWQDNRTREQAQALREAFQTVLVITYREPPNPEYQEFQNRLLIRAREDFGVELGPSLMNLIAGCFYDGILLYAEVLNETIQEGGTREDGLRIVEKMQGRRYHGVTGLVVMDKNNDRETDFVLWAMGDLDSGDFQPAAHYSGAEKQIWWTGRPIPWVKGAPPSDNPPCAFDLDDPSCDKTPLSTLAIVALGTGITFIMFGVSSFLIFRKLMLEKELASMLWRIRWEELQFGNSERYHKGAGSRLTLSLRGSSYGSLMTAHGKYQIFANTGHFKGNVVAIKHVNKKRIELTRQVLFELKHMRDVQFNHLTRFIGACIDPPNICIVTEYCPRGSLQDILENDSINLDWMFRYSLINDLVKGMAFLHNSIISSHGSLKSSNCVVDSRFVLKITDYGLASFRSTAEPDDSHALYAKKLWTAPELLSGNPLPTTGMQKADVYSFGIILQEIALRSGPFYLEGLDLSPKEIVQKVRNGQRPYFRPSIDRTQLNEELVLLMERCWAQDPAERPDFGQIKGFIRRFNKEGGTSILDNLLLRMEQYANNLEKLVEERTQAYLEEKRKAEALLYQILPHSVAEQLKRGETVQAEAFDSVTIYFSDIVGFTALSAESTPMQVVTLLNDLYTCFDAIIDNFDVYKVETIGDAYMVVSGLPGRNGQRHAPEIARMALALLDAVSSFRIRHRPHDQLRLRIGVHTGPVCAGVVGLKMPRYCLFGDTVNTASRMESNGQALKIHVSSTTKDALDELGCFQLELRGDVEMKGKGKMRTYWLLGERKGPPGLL
# ARFGAP1 inhibitor: inhibitors of rat ARFGAP1; Q62848; Arfgap1-stimulated ARF1 GTP hydrolysis, GDP FP detection; inhibition, % at 16.5 µM; actives 0.26% (n = 360,000); AID 651572;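 active means inhibition above a per-plate limit, mean inhibition of low control wells plus 3 SD, cut at about 25% in these data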;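 further: 0% = DMSO wells with enzyme and 100% = wells lacking Arfgap1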
#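 Assay system: purified rat His6-Arfgap1 residues 1-136 (GAP domain); Reagent: human Δ17 ARF1 bound to GTP; Dosing: 16.5 µM single point, 1.26% DMSO; Times: GTP hydrolysis reaction 2 h at 25 °C; Signal: FP, GDP Alexa 633 tracer displaced from anti-GDP antibody, 620/688 nm; Measure: % inhibition from polarization.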
# mABHD4 FP: inhibitors of mouse ABHD4 | Q8VD66 | purified mABHD4, FP-Rh probe fluorescence polarization | inhibition, % at 8.92 µM | actives 0.54% (n = 370,000) | AID 720543;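 active means inhibition exceeding the mean over every tested compound plus 3 SD, cut at about 30% in these data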;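 further: 0% = plate median of compound wells and 100% = S159A mutant with DMSO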
#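 Assay system: mABHD4 protein; medium: HEPES pH 7.0, NaCl, Pluronic buffer; dosing: 8.92 µM, single dose; schedule: 45 min + 60 min at 25 °C; signal: FP readout, ex 525 nm / em 598 nm; read-out: normalized percent inhibition of probe labeling; repeats: single replicate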
# PG9 Ab binder: small molecules binding HIV-1 gp120 antibody PG9; TR-FRET gp120-PG9 antibody binding; inhibition, % at 6.7 µM; actives 0.43% (n = 360,000); in the data active means inhibition above about 8.5%
# HTRA1 inh: HTRA1 (human) protease inhibition | actives 0.5% (n = 340,000) | recombinant HTRA1, FP-rhodamine activity-based probe, fluorescence polarization | AID 504803 | Q92743 | inhibition, % at 5.96 µM; in the data active means inhibition above about 36%;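 further: 0% = enzyme with DMSO and 100% = wells lacking enzyme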
# An asterisk follows results filed as active; x = not tested or not shown.
SMILES,rCAG RNA binder,ASAP1 inh,SMARCA2 act,NR1D1 modulator,GC-A act,NPR2 activator,ARFGAP1 inhibitor,mABHD4 FP,PG9 Ab binder,HTRA1 inh
CC(C)(C)N1C(=O)c2ccc(C(=O)Nc3ccc(C(=O)O)cc3)cc2C1=O,9,5,0,-4,-3,5,7,-9,0.6,-4
O=c1cc(/C=C/c2ccccc2)oc2c1ccc1ccccc12,15,14,-3,5,-6,0,-1,-11,-0.6,-70
CCCC(=O)Nc1nnc(SCC(=O)N2CCCCC2)s1,-1,6,-1,-4,0,-5,-9,-5,-3.9,-1
O=C(Cc1cccs1)Nc1ccc(S(=O)(=O)Nc2ncccn2)cc1,22,-7,1,-12,6,5,4,1,-0.1,4
O=C(NC1CCCCCCC1)c1ccc(F)cc1,2,-23,12*,2,2,2,9,0,-0.4,-1
O=C(c1cnc(Cl)c(Cl)c1)N1CCC(Cc2ccccc2)CC1,-1,10,-3,-1,6,0,6,1,-1.3,0
COc1cccc2cc(C(=O)NCc3ccc(Cl)cc3)c(=O)oc12,5,1,-2,21*,-5,-4,-4,-4,0.1,8
COc1ccc(-c2c(Sc3ccccc3)c3cc(-c4ccc5c(c4)OCO5)ccc3n2C)cc1,5,-15,-1,20*,3,0,-5,0,37*,x
CCCCN=C1NN=C(c2cc3ccccc3o2)CS1,11,2,2,-2,0,-1,-16,11,-2.1,-19
CN1C(C(=O)NCc2cccc(Br)c2)CC2Cn3c(nc4cc5ccccc5cc43)C21 (stereo unspecified),3,5,1,4,2,-2,2,-3,-0.9,-12
CN1CCC[C@@H]1CCNC(=O)c1c(-c2ccc3c(c2)OCO3)noc1-c1ccsc1,4,1,-1,-6,-1,3,-17,6,-0.3,-1
Cc1ccc2nc(-c3ccc(NC(=O)COCC(=O)O)cc3)sc2c1,42*,-3,2,-9,8,3,-8,-3,-1.8,-2
O=C(Cn1cnc2ccccc2c1=O)N1CCN(c2ccc(F)cc2)CC1,-3,-4,-2,-6,-1,1,11,-3,-1.6,-4
COCCNC(=O)C1(C)Oc2ccccc2NC1=O (stereo unspecified),2,16,-4,-2,8,3,3,7,2.1,5
Nc1n[nH]c(N)c1N=Nc1cccc(F)c1,1,12,-1,4,8,3,-2,6,-2.8,2
C=CCn1c(NS(=O)(=O)c2ccccc2)c(S(=O)(=O)c2ccc(C)cc2)c2nc3ccccc3nc21,8,3,-1,-2,5,4,22,2,-2.3,-8
CCC(=O)NCCc1nc2cc(NC(=O)c3ccccc3Cl)ccc2n1C,2,-3,1,3,3,-2,-5,0,1.7,1
COc1ccc2[nH]cc(C(=O)CNc3nc(C)cs3)c2c1,9,9,4,-6,-23,-10,-5,4,-9.2,7
O=C(CCn1cnnn1)NC1CCCN(Cc2ccccc2F)C1 (stereo unspecified),-5,-10,0,-3,1,1,8,0,-2.1,21
Cc1cccc(C2c3[nH]c4ccccc4c3CCN2Cc2cnn(-c3ccc(F)cc3)c2)n1 (stereo unspecified),0,4,2,-2,3,-6,15,-16,-1.7,-26
Cc1ccc(C=NNc2nc3c([nH]2)c(=O)n(C)c(=O)n3C)cc1,6,-4,-3,-4,-7,-7,3,0,-7.5,-5
CCOC(=O)[C@]12CCC=C1N(Cc1ccco1)C(=O)[C@H](CC(=O)NCc1cccc(C(F)(F)F)c1)C2,9,0,-3,5,0,0,4,-3,0.2,x
COc1ccc(NC(=O)C2CCCN(c3nccc(C)n3)C2)cc1 (stereo unspecified),-4,14,-3,6,-5,-1,-1,-3,-0.7,-4
COc1ccc(-c2cc3nc4ccccc4n3c(N)c2C#N)cc1,1,-4,5,-20,3,-2,14,-1,0.7,-3
CCNC(=O)/C(C#N)=C/c1c(N2CCCCCC2)nc2ccccn2c1=O,-4,-2,-2,4,8,1,-6,-2,0.1,-6
O=C(COCc1ccccc1)N[C@@H]1c2ccccc2CC[C@H]1OCc1ccccc1,0,-9,1,9,-3,-2,0,-6,-1.5,-14
N#Cc1c(N)n(CCOC(=O)c2ccc(Cl)cc2)c2nc3ccccc3nc12,18,14,-3,-1,2,-6,1,-13,0.8,-23
Cc1ccc(OCc2nnc(SCC(=O)O)n2N)cc1,-1,2,-2,-1,-1,0,6,3,0.4,5
CCCOc1ccccc1OCC(=O)Nc1cc(Cl)ccc1-n1cncn1,-4,3,-3,9,-7,-6,-2,-13,-0.9,-8
Cc1cccc(OCC(O)Cn2c(=N)n(Cc3ccccc3)c3ccccc32)c1 (stereo unspecified),16,6,-6,1,-14,-11,8,-7,0.2,-5
Cc1cc(-c2ccccc2C(=O)Nc2ccccc2O)on1,0,5,2,-3,4,11,7,2,-2.8,-4
COc1cccc(CN(C)C[C@@H]2OCc3cnnn3CCCC(=O)N([C@@H](C)CO)C[C@H]2C)c1,-1,-21,1,2,2,0,4,10,0.3,7
CCOC1=C2CN(S(=O)(=O)c3ccc(C)cc3)[C@H](c3cccc(Cl)c3)C[C@@H]2N(S(=O)(=O)c2ccccc2[N+](=O)[O-])[C@H](c2ccccc2)C1,16,10,-3,-11,2,-1,13,5,-0.2,x
Cc1cc2cc(CN(CCN3CCOCC3)C(=O)Nc3ccccc3F)c(=O)[nH]c2cc1C,-4,-1,-1,2,-5,8,-4,2,-1.2,-1
CN(CCOc1ccccc1)CC(=O)Nc1ccc(Cl)cc1[N+](=O)[O-],-3,13,-3,3,-5,2,0,16,-2.3,-11
C=CCNC(=O)/C(C#N)=C\c1cc(Cl)c(O)c(OCC)c1,3,2,-4,2,-4,1,6,5,-9.1,7
CCN(CC)CCN(C(=O)c1cc(Cl)sc1Cl)c1nc2cc3c(cc2s1)OCO3,-4,-1,1,-1,-13,-10,0,5,0.2,-11
O=C1NC[C@H](CCCCN2C[C@H](Cc3ccc(O)cc3)N(CC3CCCCC3)C(=O)C2=O)N(CCC2CCCCC2)C1=O,5,1,0,2,0,-1,-6,10,-1.1,x
O=C(c1ccc(F)cc1Cl)N(Cc1ccco1)C1CCS(=O)(=O)C1 (stereo unspecified),6,1,1,-4,-2,-2,3,4,0.4,2
CCOc1ccc(S(=O)(=O)Nc2ccc3c(c2)c2c(n3S(=O)(=O)c3ccc(OCC)cc3)CCCC2=O)cc1,2,-1,-1,9,1,-4,-4,2,0.3,x
Fc1ccc(NC(=S)NCCc2ccccc2)c(F)c1F,-3,-8,-5,4,4,1,2,-1,-0.1,-10
Cn1c(/C=C(\C#N)C(N)=S)ccc1-c1ccc(Br)cc1,11,5,0,5,-9,-5,-3,5,-0.8,-8
CCN(Cc1ccccc1)C(=O)COC(=O)c1n[nH]c2ccccc12,-4,1,1,3,-1,1,0,3,-0.6,-4
Cc1ccc(Nc2ncnc3sc(C)c(C)c23)cc1C,4,22,1,11,-4,6,3,-1,4.2,-16
Cn1c(=O)[nH]c(=O)c2c1nc(Br)n2Cc1ccccc1F,-2,-1,-2,4,7,7,-8,-1,-1.1,2
COc1ccc(C(C)NC(=O)C2CCCO2)cc1OC (stereo unspecified),x,x,x,-4,5,0,x,x,x,-3
O=C(NC1CCCCC1)C(C1CC1)n1c(=O)c(-c2ccccc2)nc2ccccc21 (stereo unspecified),0,10,-3,7,4,2,-12,3,-0.6,x
COc1ccc(NS(=O)(=O)c2ccc(NC(=O)C3CCCO3)cc2)cc1 (stereo unspecified),6,1,-4,-1,-2,4,5,-2,0.1,-3
O=C1CC2CCCN2C=C1I (stereo unspecified),-1,4,-1,-1,0,3,7,5,-1.0,-6
CCCc1nnc(NC(=S)Nc2ccccc2)s1,2,-2,5,13,0,1,-1,5,11*,4
COCCn1c(C)cc(C(=O)COC(=O)c2ccc(NC(=O)CC#N)cc2)c1C,18,-5,4,-6,-4,4,0,-36,2.5,-27
Cc1c(Cc2ccccc2)c(=O)oc2cc(OC(=O)c3ccccc3)ccc12,5,3,1,-1,1,6,8,5,-0.7,1
CC1(C(=O)O)CCC(C(=O)Nc2ccc(OC(F)(F)Cl)cc2)C1(C)C (stereo unspecified),0,-6,-2,2,1,1,-19,-5,-2.6,2
Cc1c(CCOC(=O)CC23CC4CC(CC(C4)C2)C3)sc[n+]1CC(=O)c1ccccc1,5,-7,-4,6,3,-3,8,-1,1.9,-19
Cn1cnnc1SCC(=O)c1ccc(OC(F)F)cc1,0,-7,4,-6,3,-12,-17,-1,-0.7,-2
COc1ccc(NC(=O)c2cc(=O)[nH]c(=O)[nH]2)cc1S(=O)(=O)Nc1ccccc1Cl,31,0,-2,-2,0,7,7,-6,-1.2,-6
Cc1oc(-c2cccc(C(F)(F)F)c2)nc1CN1CCOCC1,-7,-3,-1,-3,2,-1,7,3,0.0,3
COc1ccc2c(c1)c1nnc(SC)nc1n2C,0,-8,-1,7,3,4,3,1,1.0,-1
Cc1ccc(C)c(N=C2CCCN2Cc2ccccc2)c1C#N,-9,-2,0,3,-5,-4,2,5,-0.7,-13
O=S(=O)(Nc1ccc2nc(N3CCOCC3)sc2c1)c1ccc(Cl)cc1,7,4,-3,0,-8,-10,5,14,-0.4,5
# Carrying on:
SMILES,rCAG RNA binder,ASAP1 inh,SMARCA2 act,NR1D1 modulator,GC-A act,NPR2 activator,ARFGAP1 inhibitor,mABHD4 FP,PG9 Ab binder,HTRA1 inh
Brc1cccc(-c2nc3c4ccccc4ccn3c2CC2CCCCC2)c1,5,0,0,3,1,5,0,-3,-0.8,x
CC1CCC2(CC1)NC(=O)N(CC(=O)N1CCN(S(=O)(=O)c3ccc4c(c3)CCC4)CC1)C2=O (stereo unspecified),4,-15,-3,9,1,0,14,4,0.1,5
Cc1cc(C)c(C#N)c(N)n1,-2,-6,-3,-4,2,3,2,6,-0.2,-6
c1nc(NC2CCCC2)c2[nH]cnc2n1,4,4,-5,4,-3,-12,6,-7,1.6,4
CCc1nc2ccc(C(=O)NCCCn3ccnc3)cn2c1N(C)Cc1nccs1,-1,-7,1,-1,1,0,-3,-6,0.3,x
Cc1ccccc1-c1nc(-c2ccc(NC(=O)c3cccs3)cc2)no1,11,-9,1,-3,-6,-11,15,-24,-1.5,-22
COc1ccccc1/C=C/C=C(\C#N)C(=O)NC(C)c1ccccc1 (stereo unspecified),1,-3,-2,7,0,-1,2,-18,-2.3,-46
CN(C)c1ccc(/C=C/c2nc3ccccc3c(=O)n2-c2ccc(C(=O)O)cc2)cc1,-75,-7,-2,23*,1,1,-5,5,-0.2,-16

# Four structures from above, sorted by SMILES length, falling:
SMILES,rCAG RNA binder,ASAP1 inh,SMARCA2 act,NR1D1 modulator,GC-A act,NPR2 activator,ARFGAP1 inhibitor,mABHD4 FP,PG9 Ab binder,HTRA1 inh
CC1CCC2(CC1)NC(=O)N(CC(=O)N1CCN(S(=O)(=O)c3ccc4c(c3)CCC4)CC1)C2=O (stereo unspecified),4,-15,-3,9,1,0,14,4,0.1,5
CN(C)c1ccc(/C=C/c2nc3ccccc3c(=O)n2-c2ccc(C(=O)O)cc2)cc1,-75,-7,-2,23*,1,1,-5,5,-0.2,-16
COc1ccccc1/C=C/C=C(\C#N)C(=O)NC(C)c1ccccc1 (stereo unspecified),1,-3,-2,7,0,-1,2,-18,-2.3,-46
c1nc(NC2CCCC2)c2[nH]cnc2n1,4,4,-5,4,-3,-12,6,-7,1.6,4
